# KCNK3 inh – human KCNK3 channel inhibition, primary screen. O14649. CHO-KCNK3 thallium flux, FluxOR fluorescence; hits give low values. B-score at 10 µM. hit rate 0.84% among 340,000. AID 602410;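 active = B-score under library mean minus 4 SD, starting fluorescence ratio at most library mean plus 5 SD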;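 note: more negative B-score means stronger inhibition of thallium flux through KCNK3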
# Target sequence (O14649 whole entry, looked up): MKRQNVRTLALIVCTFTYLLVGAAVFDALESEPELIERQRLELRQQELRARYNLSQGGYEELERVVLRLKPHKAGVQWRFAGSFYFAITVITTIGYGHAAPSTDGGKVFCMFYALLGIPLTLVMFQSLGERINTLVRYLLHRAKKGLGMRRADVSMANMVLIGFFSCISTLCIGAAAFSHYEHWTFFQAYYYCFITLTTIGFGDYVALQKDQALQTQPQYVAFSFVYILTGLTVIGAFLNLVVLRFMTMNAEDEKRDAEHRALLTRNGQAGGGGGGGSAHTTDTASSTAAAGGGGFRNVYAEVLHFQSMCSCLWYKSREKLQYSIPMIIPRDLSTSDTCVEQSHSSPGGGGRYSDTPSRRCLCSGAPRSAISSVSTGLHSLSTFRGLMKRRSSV
# KCNQ1 block – blocks the human KCNQ1 potassium channel; AID 2642; CHO-K1 KCNQ1, FluxOR thallium flux fluorescence; hits give high values; P51787; hit rate 1.3% among 310,000; B-score at 10 µM;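 active = compounds whose thallium flux B-score, printed positive for inhibition, exceeds three library SD while starting fluorescence stays within three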;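 note: channel opened by potassium depolarization with thallium stimulus after 20 min compound exposure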
# Target sequence (P51787 whole entry, looked up): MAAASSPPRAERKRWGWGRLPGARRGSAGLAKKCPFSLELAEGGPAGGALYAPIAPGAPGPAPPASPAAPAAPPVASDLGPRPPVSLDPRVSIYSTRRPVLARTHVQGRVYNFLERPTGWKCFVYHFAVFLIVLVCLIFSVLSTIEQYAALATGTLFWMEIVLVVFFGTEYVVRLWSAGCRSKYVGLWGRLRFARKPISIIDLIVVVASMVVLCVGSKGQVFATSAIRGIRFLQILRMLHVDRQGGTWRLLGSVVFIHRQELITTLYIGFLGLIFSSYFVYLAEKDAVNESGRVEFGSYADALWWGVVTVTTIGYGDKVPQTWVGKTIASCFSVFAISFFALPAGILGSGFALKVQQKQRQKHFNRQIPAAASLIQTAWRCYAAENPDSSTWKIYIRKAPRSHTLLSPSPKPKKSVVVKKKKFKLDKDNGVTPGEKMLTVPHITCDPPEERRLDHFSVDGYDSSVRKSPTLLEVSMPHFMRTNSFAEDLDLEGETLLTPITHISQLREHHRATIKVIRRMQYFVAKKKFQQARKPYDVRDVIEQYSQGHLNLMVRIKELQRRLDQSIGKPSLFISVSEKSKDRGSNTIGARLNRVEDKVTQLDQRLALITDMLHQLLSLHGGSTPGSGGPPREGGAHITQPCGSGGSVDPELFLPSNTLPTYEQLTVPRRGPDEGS
# DYRK1A inh – blocks rat Dyrk1A kinase activity; inhibition, % at 12.5 µM; hit rate 0.43% among 310,000; AID 504441; ADP-Glo luminescence, NFATc1 peptide; Q63470; in the data active = inhibition above about 50%;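 note: plate controls were vehicle with enzyme for no effect and no enzyme for full effect; many of its hits are not listed in these tables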
# TRPC4 inh – inhibitors of mouse TRPC4 channel; Q9QUQ5; HEK293 TRPC4beta/mu-opioid, DAMGO-evoked Fluo4 calcium flux; hits give low values; B-score at 10 µM; hit rate 0.39% among 300,000;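 active = B-score over 3 SD under the library average, no early fluorescence shift, positive overall ratio signal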
#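 System: stable TRPC4beta/mu-opioid receptor HEK293 cells; Dosing: single-point compound dosing; Measured by: Fluo4 Ca2+ flux fluorescence; Read-out basis: per-well B score of integrated baseline-normalized Fluo4 ratio.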
# TRPC4 PAM – allosterically enhances the mouse TRPC4 cation channel. B-score at 10 µM. AID 2227. HEK293 TRPC4beta/mu-opioid, DAMGO EC20, Fluo-4 Ca2+ flux; hits give high values. Q9QUQ5. hit rate 0.42% among 310,000;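 active = B-score of calcium response area above 5 SD of library B-scores, with initial fluorescence ratio within 5 SD of library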;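 note: B-score of integrated fluorescence ratio over time as area under calcium response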
# TRPC4 agonist – opens the mouse TRPC4 cation channel; HEK293 TRPC4beta/mu-opioid, Fluo4 calcium fluorescence; hits give high values; B-score at 10 µM; hit rate 0.49% among 310,000; AID 2237;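 active = B-score above 5 SD of library B-scores, and initial fluorescence ratio not above library mean plus 5 SD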;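 note: positive B-score marks a calcium rise read as TRPC4 activation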
#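 system = HEK293 cells stably co-expressing mouse TRPC4beta and mu-opioid receptor | schedule = Fluo4 dye loading 45 min at room temperature, 110 s recording | measure = B-scored integrated calcium fluorescence ratio | signal = Fluo4 calcium-sensitive dye fluorescence, kinetic, 1 Hz baseline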
# Platelet DG rel – modulates dense granule release in human platelets; human platelet-rich plasma, SFLLRN dense granule ATP release, luminescence; inhibition, %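 (compounds screened at 7.5 µM in platelet-rich plasma)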; hit rate 0.22% among 300,000;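 active = mean replicate score, as percent of positive control, at or above 50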
# PolyA inh – blocks polyadenylation in yeast reporter cells. S. cerevisiae SKY197-pL101 polyadenylation reporter, beta-gal luminescence; efflux-impaired pdr1/pdr3 knockout yeast; score 100 = 6 SD above DMSO. calls only at 12 µM. hit rate 0.02% among 300,000;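 active = lowest replicate activity score at least 50, where 100 means six control SD above control mean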;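 note: yeast exposed to compound for 9 h at 30 °C; higher score means more reporter readthrough which indicates perturbed polyadenylation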
# hERG rescue – compounds protecting human hERG from proarrhythmic drug block; CHO-hERG, FluxOR thallium flux, dofetilide IC70 present; hit rate 0.51% among 310,000; AID 1511; Q12809; activation (rescue from dofetilide block), less the hit threshold, % at 10 µM;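 active = activation above the mean of controls blocked by dofetilide plus 5 SD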;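 note: thallium influx through hERG after potassium depolarization seen as dye fluorescence rise; in these data hits start at about 4.7%; inactives centre near -7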
# KCNK9 block – inhibitors of human KCNK9 two-pore domain potassium channel. Q9NPC2. HEK293 KCNK9, FluxOR thallium flux fluorescence; hits give low values. B-score at 10 µM. hit rate 1.2% among 310,000. AID 488922;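 active = ratio B-score over 3 SD below the library mean, with starting fluorescence within 5 SD of its mean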;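 note: negative B-score means less thallium flux so channel inhibition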
# KCNQ1 act – potentiators or activators of human KCNQ1 potassium channel | P51787 | CHO-K1 KCNQ1, thallium flux FluxOR fluorescence; hits give high values | B-score at 10 µM | hit rate 0.35% among 310,000 | AID 2648;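 active = fluorescence ratio B-score, a plate-corrected score, at least three library SD, with initial intensity B-score within 5 SD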
#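 Test system: CHO-K1 cells stably expressing KCNQ1 / Medium: assay buffer / Also added: depolarizing K+/Tl+ stimulus, K2SO4 and Tl2SO4 each 12.5 mM in 5x stock / Incubation: 90 min dye loading and 20 min compound exposure, both at room temperature / Signal: thallium influx via FluxOR fluorescence, kinetic imaging / Evaluation: B score of baseline-normalized fluorescence ratio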
# Numbers without * were called inactive; i = inactive; · = not tested or not shown. An excerpt; rates above refer to the full screens.
mol	KCNK3 inh	KCNQ1 block	DYRK1A inh	TRPC4 inh	TRPC4 PAM	TRPC4 agonist	Platelet DG rel	PolyA inh	hERG rescue	KCNK9 block	KCNQ1 act
Nn1c(SCC(=O)Nc2cccc(C(F)(F)F)c2)nncc1=O	i	i	-2	i	i	i	-7	i	-7	i	i
COc1cccc(CNC(=S)Nc2ccc(Cl)cc2C)c1	i	i	-2	i	i	i	0	i	-2	i	i
COCCN(C(=O)CCC(=O)Nc1cc(C)on1)C(C(=O)NC1CCCC1)c1ccc(C(C)C)cc1 (centres undefined)	i	i	-4	i	i	i	1	i	-8	i	i
CCOc1ccc(CN(C)C(=O)[C@H](Cc2ccccc2)NC(=O)OCc2ccccc2)cc1OC	i	i	-3	i	i	i	13	i	-16	i	i
COc1ccc(NC(=S)N(CCN(C)C)C(C)c2ccco2)cc1Cl (centres undefined)	i	i	-2	i	i	i	3	i	-8	i	i
Cc1ccc2nc(C)cc(NCCO)c2c1	i	i	2	i	i	i	5	i	-4	i	i
COc1cccc(C(C)NC(=O)Nc2cc(Cl)ccc2OC)c1 (centres undefined)	i	i	-4	i	i	i	-3	i	-12	i	i
O=C(Nc1ccc(Cl)cc1)N1CCC(c2nc(-c3ccccc3Cl)no2)CC1	-8.7*	i	-3	i	i	i	-1	i	-3	i	i
Cc1ccccc1-n1cc(-c2ccc(Br)cc2)nc1SCC(N)=O	i	i	8	i	i	i	4	i	-6	i	i
CN(C(=O)COC(=O)c1ccccc1C(=O)N1CCN(c2ccccc2)CC1)c1ccccc1	i	i	·	i	i	i	-6	i	-11	i	i
O=c1[nH]c(CN2CCN(c3ccccn3)CC2)nc2c(Br)cc(Br)cc12	i	i	0	i	i	i	23	i	-11	i	i
CNC(=O)COc1ccccc1C(=O)Nc1ccc2c(c1)oc1ccccc12	i	i	6	i	i	i	1	i	-18	i	i
Cc1ccc(S(=O)(=O)C/N=C(/NC(=S)N(c2ccccc2)c2ccccc2)c2ccccc2)cc1	i	i	·	i	i	i	5	i	0	i	i
COCCn1nnnc1CN1CCN2CCCC2C1 (centres undefined)	i	i	4	i	i	i	-3	i	-7	i	i
O=c1c2ccccc2nc(/C=C/c2cc(Br)ccc2O)n1CCO	i	i	4	i	i	i	4	i	-21	i	i
CCOc1ccccc1OCCN1CCCC1	i	i	-1	i	i	i	4	i	-1	i	i
COC(=O)c1c(C(=O)OC)c2n(c1C)CCC2	i	i	3	i	i	i	5	i	-6	i	i
COc1cc(C2CC(=O)C=C(O)C2)cc(OC)c1OC (centres undefined)	i	i	-12	i	i	i	0	i	-13	i	i
CN1CCN(c2ccc(-c3ccnn3C(=O)Nc3ccccc3)cc2)CC1	i	i	2	i	i	i	4	i	-4	i	i
COCCCNC(=O)c1ccc(Cn2c(=O)c3ccccc3n(CC(=O)NCc3ccco3)c2=O)cc1	i	i	10	i	i	i	4	i	-7	i	i
COC(=O)c1ccc(NS(=O)(=O)c2ccc(Cl)cc2)o1	i	i	-10	i	i	i	2	i	-11	i	i
CCN1CCCC1CNc1ncnc2c1[nH]c1ccc(Cl)cc12 (centres undefined)	i	i	30	i	i	i	-12	i	-21	i	i
COc1cc(C(=O)N2CCN(C3CCC(C)CC3)CC2)cc(OC)c1OC (centres undefined)	i	i	·	i	i	i	13	i	-6	i	i
COc1ccc(CC(=O)NCC(=O)NC(Cc2ccccc2)C(=O)O)cc1 (centres undefined)	i	i	-3	i	i	i	0	i	-4	i	i
CC1(C)OC(=O)N(Cc2ccco2)C1(C)O (centres undefined)	i	i	1	i	i	i	0	i	-1	i	i
O=C(COc1ccccc1)N(Cc1cc2ccccc2[nH]c1=O)CC1CCCO1 (centres undefined)	i	i	1	i	i	i	2	i	-9	i	i
CC(=O)NC(NC(C)=O)c1cccc(OCc2ccccc2)c1	i	i	-5	i	i	i	8	i	-8	i	i
Cc1cccn2cc(-c3cccc(S(=O)(=O)N4CCOCC4)c3)nc12	i	i	·	i	i	i	0	i	-4	i	i
CC(C)CNC(=O)C1Nc2ccccc2C2C=CCC12 (centres undefined)	i	i	0	i	i	i	2	i	-4	i	i
O=C(OCC#CCSc1nc2ccccc2o1)c1cc2ccccc2o1	-11*	i	3	i	i	i	1	i	-9	i	i
O=C(COC(=O)Cc1ccc(Br)cc1)NC1CCCCC1	i	i	0	i	i	i	-2	i	-6	i	i
O=C(CCNC(=O)Cn1cnc2ccccc2c1=O)NCCC1=CCCCC1	i	i	-6	i	i	i	0	i	-3	i	i
O=C(O)c1ccc(COCC(F)(F)F)cc1	i	i	·	i	i	i	-5	i	-4	i	i
Oc1ccc(Cl)cc1Nc1nc(NCC2CCCO2)c2ccccc2n1 (centres undefined)	i	i	-18	i	i	i	6	i	-5	i	i
COc1ccc(N2CCN(c3nc(C)c(C)c(=O)[nH]3)CC2)cc1	i	i	2	i	i	i	7	i	-2	i	i
CN(C)S(=O)(=O)c1cccc(NC(=S)N2CCc3ccccc32)c1	i	i	0	i	i	i	10	i	-13	i	i
Cc1cccc(NS(=O)(=O)c2ccc(C(C)(C)C)cc2)n1	i	i	·	i	i	i	5	i	-5	i	i
CN(Cc1ccccc1NC(=O)c1ccc(S(=O)(=O)N(C)C)cc1)C1CCCCC1	·	i	·	i	i	i	-2	i	-18	i	i
COc1ccccc1C(CNc1nc(C(F)(F)F)nc2ccccc12)N(C)C (centres undefined)	i	i	-3	i	i	i	-2	i	-9	i	i
COc1ccc(-n2c(COc3ccc(C)cc3)n[nH]c2=S)cc1	i	i	3	i	i	i	2	i	-5	i	i
CCC(C)[C@H](NC(=O)OC(C)(C)C)C(=O)N/N=C/c1ccc2nccnc2c1 (some centres undefined)	i	i	6	i	i	i	-1	i	-6	i	i
Cc1ccc2ccc(C)[n+](CCCS(=O)(=O)[O-])c2c1	i	i	-2	i	i	i	4	i	-1	i	i
Cc1cc(Cl)ccc1Oc1nc(-c2ccc(F)cc2)ccc1C#N	i	i	-2	i	i	i	-6	i	-18	i	i
CCN1CCN(C(=S)NCC(C)C)CC1	i	i	-2	i	i	i	-5	i	-5	i	i
COc1ccccc1NNC(=O)c1cccnc1Oc1ccccc1	i	i	1	i	i	i	0	i	-3	i	i
CC(C)Cc1nc2ccccc2[nH]1	i	i	1	i	i	i	8	i	-9	i	i
O=C(CSc1nccn1-c1cccc(Cl)c1)NO	i	i	-3	i	i	i	10	i	-12	i	i
O=C(N/N=C/c1c(O)ccc2ccccc12)c1ccc(Br)o1	i	6*	3	i	i	i	2	i	-15	i	i

# Structures above shown as hits in KCNK3 inh.
SMILES,KCNK3 inh,KCNQ1 block,DYRK1A inh,TRPC4 PAM,TRPC4 agonist,Platelet DG rel,PolyA inh,KCNK9 block
O=C(Nc1ccc(Cl)cc1)N1CCC(c2nc(-c3ccccc3Cl)no2)CC1,-8.7*,i,-3,i,i,-1,i,i
O=C(OCC#CCSc1nc2ccccc2o1)c1cc2ccccc2o1,-11*,i,3,i,i,1,i,i

# Remaining list, next part.
mol	KCNK3 inh	KCNQ1 block	DYRK1A inh	TRPC4 inh	TRPC4 PAM	TRPC4 agonist	Platelet DG rel	PolyA inh	hERG rescue	KCNK9 block	KCNQ1 act
C/C=C/C(=O)OCC(=O)Nc1ccc(OC)c(Cl)c1	i	i	11	i	i	i	7	i	-5	i	i
NC(=O)c1c[nH]c2ccccc12	i	i	17	i	i	i	0	i	-3	i	i
O=C(O)COc1ccccc1/C=N/NC(=O)CSc1nnc(SCc2ccccc2)s1	i	i	-9	i	i	i	0	i	-10	i	i
CCCc1nc2cc(Cl)c([N+](=O)[O-])cc2o1	i	i	0	i	i	i	-1	i	-8	i	i
Cc1cnc(C(=O)OCC(=O)c2ccc(F)cc2)cn1	i	i	-3	i	i	i	-17	i	-9	i	i
Cc1cc(C)n2nc(SCC(=O)c3c(N)n(CC(C)C)c(=O)n(C)c3=O)nc2n1	i	i	·	i	i	i	0	i	-9	i	i
CC(NC(=O)COC(=O)c1ccc2c(c1)OCO2)c1ccccc1 (centres undefined)	i	i	·	i	i	i	0	i	-7	i	i
O=C(Nc1cccc(C(=O)NC2CCCC2)c1)c1ccccc1	i	i	-8	i	i	i	-6	·	-14	i	i
CCSc1nnc(CNc2ccc(C)cc2)n1C	i	i	3	i	i	i	2	i	-20	i	i
Cc1nn(C(=O)c2cccc([N+](=O)[O-])c2)c(C)c1Sc1ccccc1	i	i	·	-6*	i	i	6	i	-7	i	i
CCC/C(=N\NC(=O)c1csc(C)c1C)c1cccs1	i	i	·	i	i	i	8	i	-9	i	i
COc1ccccc1CNC(=O)C1CCN(Cc2nc(-c3cccc(Cl)c3)oc2C)CC1	i	i	4	i	i	i	2	i	-19	i	i
O=C1c2ccccc2C(=O)N1c1cccnc1	i	i	-1	i	i	i	-3	i	-6	i	i
COC(=O)c1cc(S(=O)(=O)NCC2CCN(Cc3cccc(F)c3)CC2)c[nH]1	i	i	2	i	i	i	-14	i	-9	i	i
CN(C(=O)COC(=O)CNC(=O)c1ccc2ccccc2c1)c1c(N)n(Cc2ccccc2)c(=O)[nH]c1=O	i	i	6	i	i	i	12	i	-9	i	i
N#CC1=C(N)Oc2cc(N)ccc2C1c1cc(Br)cs1 (centres undefined)	i	i	3	i	i	i	-4	i	-8	i	i
CCN(CC)C(=O)CSc1nc2ccc(NC(=O)CSc3nnc(COc4ccccc4C)n3C)cc2s1	i	i	-1	i	i	i	8	i	-10	i	i
Cc1nc2ccc(NC(=O)N3CCOCC3)cc2nc1C	i	i	14	i	i	i	4	i	-3	i	i
COc1cccc(C(=O)N2CCN(C(=O)c3cccs3)CC2)c1OC	i	i	0	i	i	i	13	i	-6	i	i
Cc1cc(C=O)c(C)n1-c1ccc(N2CCOCC2)cc1	i	i	-2	i	i	i	-2	i	-11	i	i
CN(C)C(CNC(=O)CCCN1C(=O)c2cccc3cccc(c23)C1=O)c1ccccc1 (centres undefined)	i	i	11	i	i	i	-1	i	-8	i	i

# Bioassay records: PubChem BioAssay, several laboratories
